# Bioassay records deposited in PubChem BioAssay by Johns Hopkins Ion Channel Center.
# RGS4 pot – RGS4 potentiators or activators, primary screen, cell-based, HEK293 M3R inducible RGS4, calcium flux; AID 463111, 2010; 0.92% of 310,000 active; carbachol calcium flux Fluo4; active compounds read low; B-score at 10 µM;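 active means B-score of the integrated calcium signal more than 4 SD below the library mean, with starting fluorescence not abnormally high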;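 further: negative B-score means reduced calcium response which marks RGS4 activation or potentiation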
#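 Assay system: Inducible-RGS4 HEK293 cells carrying M3 receptor | Schedule: Compound preincubation 20 min at room temperature before agonist | Signal: Kinetic calcium fluorescence imaging with Fluo4-AM dye, 2 µM | Read-out basis: B score from integrated fluorescence ratio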
# RGS4 inh – RGS4 inhibitors, primary screen, cell-based, HEK293 M3R inducible RGS4, calcium flux. Regulator of G-protein signaling 4 (Homo sapiens), P49798. B-score at 10 µM. 0.45% of 310,000 active. Fluo-4 calcium flux; active compounds read high; triggered by carbachol at its EC20;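 active means B-score, a plate-corrected calcium signal, over three deviations above library mean, with baseline fluorescence within five deviations of library mean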;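 further: RGS4 expression induced by doxycycline in cells with stable M3 receptor; B-score is computed from the integrated fluorescence ratio over baseline after carbachol; higher B-score means a larger calcium signal and so more RGS4 inhibition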
# KCNK3 block – human KCNK3 channel inhibitors, primary screen, CHO cells, FluxOR thallium flux, B-score; FluxOR fluorescence; active compounds read low; B-score at 10 µM; 0.84% of 340,000 active; AID 602410, 2012;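 active means B-score under library mean minus 4 SD, starting fluorescence ratio at most library mean plus 5 SD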;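 further: more negative B-score means stronger inhibition of thallium flux through KCNK3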
# TMEM16A inh – TMEM16A chloride channel inhibitors, primary screen, cell-based, HTS | Anoctamin-1 (Mus musculus), Q8BHY3 | HEK293 TMEM16A/YFP iodide influx fluorescence, ionomycin | normalized B-score (activity score, 25-100; higher = stronger inhibition) at 10 µM | 1.2% of 310,000 active | AID 588511, 2011;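 active means ratio plate-corrected score three or more library SD toward inhibition, starting fluorescence score within five deviations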;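 further: score derived from kinetic fluorescence span divided by baseline fluorescence per well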
# Target sequence (Q8BHY3 whole entry, looked up): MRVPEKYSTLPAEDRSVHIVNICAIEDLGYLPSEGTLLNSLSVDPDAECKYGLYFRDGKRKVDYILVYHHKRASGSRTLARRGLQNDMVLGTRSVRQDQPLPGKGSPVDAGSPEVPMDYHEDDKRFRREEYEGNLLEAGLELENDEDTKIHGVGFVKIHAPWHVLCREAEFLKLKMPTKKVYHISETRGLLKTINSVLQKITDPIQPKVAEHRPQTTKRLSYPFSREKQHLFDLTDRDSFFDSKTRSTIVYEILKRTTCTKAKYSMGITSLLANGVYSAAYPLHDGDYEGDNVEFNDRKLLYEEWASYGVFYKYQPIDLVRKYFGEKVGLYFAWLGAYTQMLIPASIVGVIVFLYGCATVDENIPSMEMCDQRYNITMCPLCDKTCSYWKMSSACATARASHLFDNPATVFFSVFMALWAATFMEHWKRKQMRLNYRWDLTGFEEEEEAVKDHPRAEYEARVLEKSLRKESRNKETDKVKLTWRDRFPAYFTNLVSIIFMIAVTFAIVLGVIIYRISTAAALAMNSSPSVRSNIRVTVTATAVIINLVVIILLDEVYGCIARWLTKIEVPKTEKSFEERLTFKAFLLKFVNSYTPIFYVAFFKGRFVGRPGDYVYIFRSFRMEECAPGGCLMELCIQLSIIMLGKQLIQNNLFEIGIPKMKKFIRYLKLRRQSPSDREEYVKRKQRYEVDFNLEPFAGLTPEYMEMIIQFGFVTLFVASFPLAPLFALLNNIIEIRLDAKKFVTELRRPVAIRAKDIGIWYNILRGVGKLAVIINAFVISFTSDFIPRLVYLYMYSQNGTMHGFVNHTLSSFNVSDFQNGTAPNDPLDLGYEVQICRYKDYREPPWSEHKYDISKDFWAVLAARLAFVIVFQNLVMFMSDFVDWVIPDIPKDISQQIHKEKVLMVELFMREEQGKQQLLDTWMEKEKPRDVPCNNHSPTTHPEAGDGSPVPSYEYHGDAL
# MrgX1 allo act – positive allosteric modulators of MrgX1, primary screen, HEK293 cells, Fluo-4 calcium flux | Mas-related G-protein coupled receptor member X1 (Homo sapiens), Q96LB2 | FDSS; active compounds read high | B-score at 10 µM | 0.63% of 310,000 active | AID 588675, 2011;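 active means plate-corrected calcium response at least 3 library SD above typical, normal starting fluorescence, not activating the receptor alone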;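 further: compound read alongside a low EC10 to EC30 dose of BAM8-22 agonist; peak minus trough fluorescence over baseline measured at the second addition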
# KCNQ1 act – potentiators or activators of KCNQ1 channel, primary screen, cell-based, thallium flux, high-throughput | B-score at 10 µM | CHO-K1 KCNQ1, thallium flux FluxOR fluorescence; active compounds read high | 0.35% of 310,000 active | Potassium voltage-gated channel subfamily KQT member 1 (Homo sapiens), P51787;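 active means fluorescence ratio B-score, a plate-corrected score, at least three library SD, with initial intensity B-score within 5 SD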
#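 Assay system: CHO-K1 cells stably expressing KCNQ1. Medium: assay buffer for compound exposure, DMSO matched across wells. Timing: 37 °C overnight plating, 90-min dark dye load, 20-min compound pretreatment. Signal: kinetic FluxOR fluorescence, 10 s baseline plus 110 s post-stimulus.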
# hERG rescue – hERG rescue from dofetilide block, primary screen, cell-based, CHO-hERG, FluxOR thallium flux, dofetilide IC70. dofetilide IC70 present. 0.51% of 310,000 active. AID 1511, 2009. activation (rescue from dofetilide block), less the hit threshold, % at 10 µM;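 active means activation above the mean of controls blocked by dofetilide plus 5 SD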;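 further: thallium influx through hERG after potassium depolarization seen as dye fluorescence rise; in these data hits start at about 4.7%; inactives centre near -7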
# MrgX1 ag – agonists of human MrgX1 receptor, primary screen, HEK293 cells, Fluo-4 calcium flux. Mas-related G-protein coupled receptor member X1 (Homo sapiens), Q96LB2. Fluo-4 calcium fluorescence, agonist mode; active compounds read high. B-score at 10 µM. 0.44% of 310,000 active. AID 588627, 2011;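 active means calcium response B-score plate-corrected fluorescence ratio at least 3 library SD, with starting fluorescence B-score inside 5 SD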
#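 System – MrgX1-expressing HEK293 cells · Incubation – cells plated overnight, dye loaded 0.5 h 37 °C, 0.5 h room temperature · Technique – kinetic Fluo-4 NW fluorescence of intracellular calcium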
# KCNK9 inh – KCNK9 potassium channel inhibitors, primary screen, HEK293 cells, thallium flux | 1.2% of 310,000 active | AID 488922, 2010 | Potassium channel subfamily K member 9 (Homo sapiens), Q9NPC2 | FluxOR thallium flux fluorescence; active compounds read low | B-score at 10 µM;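 active means ratio B-score over 3 SD below the library mean, with starting fluorescence within 5 SD of its mean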;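 further: negative B-score means less thallium flux so channel inhibition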
# KCNQ1 inh – inhibitors of human KCNQ1 channel, primary screen, cell-based, thallium flux, high-throughput; CHO-K1 KCNQ1, FluxOR thallium flux fluorescence; active compounds read high; B-score at 10 µM; 1.3% of 310,000 active; AID 2642, 2010; Potassium voltage-gated channel subfamily KQT member 1 (Homo sapiens), P51787;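 active means compounds whose thallium flux B-score, printed positive for inhibition, exceeds three library SD while starting fluorescence stays within three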;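 further: channel opened by potassium depolarization with thallium stimulus after 20 min compound exposure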
# ANO1 activ – TMEM16A chloride channel activators or potentiators, primary screen, cell-based, HTS. AID 623877, 2012. 0.3% of 340,000 active. Anoctamin-1 (Mus musculus), Q8BHY3. HEK293 TMEM16A/YFP-H148Q/I152L, iodide quench fluorescence; active compounds read low. B-score at 10 µM;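 active means fluorescence-ratio B-score plate-corrected deviation score at least 3 library SD below zero, with starting fluorescence score within 5 deviations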;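 further: channel opened by trigger with iodide after compound preincubation; score built on the fluorescence ratio of max minus min over baseline; more negative score means more quench and so TMEM16A activation or potentiation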
# Starred values were filed as active, the others as inactive; i = inactive; nt = not tested or not shown; & = joins results of further samples. An unsorted share of the library; overall some 6.3% were active at least once.
SMILES,RGS4 pot,RGS4 inh,KCNK3 block,TMEM16A inh,MrgX1 allo act,KCNQ1 act,hERG rescue,MrgX1 ag,KCNK9 inh,KCNQ1 inh,ANO1 activ
CCC(NC(=O)C1(C)CC1(Br)Br)c1ccc(C)cc1 (configuration not stated),i,i,i,i,i,i,-10,i,i,i,i
COc1ccc(CCn2c(=S)[nH]c3cc(C(=O)N4CCOCC4)ccc3c2=O)cc1OC,i,i,i,i,i,i,-12,i,i,i,i
CC(=O)Nc1ccc2c(c1)CCCC2=O,i,i,i,i,i,i,-9,i,i,i,i
CCOC(=O)C1=C(C)NC(C)=C(C(=O)OCC)C1,i,i,i,i,i,i,-10&-7,i,i,i,i
CCCCCn1c(=NC(=O)c2ccco2)c(C(=O)OCC)cc2c(=O)n3ccccc3nc21,i,i,i,i,i,i,-23,i,i,i,i
CC(C)(C)NC(=O)C(c1ccncc1)N(Cc1ccco1)C(=O)c1ccc(-c2ccccc2)[nH]1 (configuration not stated),i,i,i,i,i,i,4,i,i,i,i
Cc1cc(C)c([N+](=O)[O-])cc1NCC(=O)N1CCN(c2ccccc2)CC1,i,i,i,i,i,i,-7,i,i,i,i
Cc1ccc(CNC(=O)C2CCN(S(=O)(=O)c3c(C)noc3/C=C/N(C)C)CC2)cc1,i,i,i,i,i,i,-6,i,i,i,i
COC(=O)c1ccc2c(c1)N(C)S(=O)(=O)c1cnc(SCC(=O)C(C)(C)C)nc1-2,i,i,i,i,i,i,-4,i,i,i,i
COc1ccc(-c2csc3ncnc(N4CCN(c5ccccc5Cl)CC4)c23)cc1,-8.6*,i,i,i,i,i,-11,i,i,9*,i
O=C(O)C1OC(Oc2c(-c3ccc(O)c(O)c3)oc3cc(O)cc(O)c3c2=O)C(O)C(O)C1O (configuration not stated),i,i,nt,i,i,i,-5,i,i,i,nt
CCc1nnc(NC(=O)c2ccc(S(=O)(=O)N(C)c3ccccc3)cc2)o1,i,i,i,i,i,i,-4,i,i,i,i
CCOc1cc(/C=N\NC(=O)Cn2nc([N+](=O)[O-])cc2C)ccc1OCc1cccc2ccccc12,i,i,i,i,i,i,-3,i,i,i,i
O=C(CSc1nc2c(c(C(F)(F)F)n1)CCc1ccccc1-2)NCc1ccco1,i,i,i,i,i,i,-7,i,i,i,i
COc1nc(-c2cccs2)cc(-c2ccc(C)cc2)c1C#N,i,i,i,i,i,i,-10,i,i,i,i
O=c1c(Cl)c(N/N=C/c2ccc(Cl)cc2)cnn1-c1ccccc1,i,i,i,i,i,i,-2,i,i,i,i
CCCc1ccc(OCC(=O)O)cc1,i,i,i,i,i,i,-2,i,i,i,i
Cc1nc(-c2ccc3c(c2)OCO3)cs1,i,i,i,i,i,i,-4,i,i,i,i
COC(=O)CSc1nccc(-c2cccs2)n1,i,i,i,i,i,i,-8,i,i,i,i
CC(C)(C)C(=O)N1CCN(c2ccc([N+](=O)[O-])cc2Cl)CC1,i,i,i,i,i,i,-5,i,i,i,i
Cc1noc(C)c1COc1cccc(C(=O)Oc2ccc3c(c2)OCO3)c1,i,i,-8.8*,i,i,i,-11,i,i,i,i
CCn1c(SCC(=O)NC2CCCC2)nnc1-c1ccoc1C,i,i,i,i,i,i,-5,i,i,i,i
COc1ccc(S(=O)(=O)N(CCCN2CCCC2=O)Cc2cc3cc(C)c(C)cc3[nH]c2=O)cc1,i,i,i,nt,nt,i,-10,nt,i,i,i
O=C(NCc1ccco1)c1nn(-c2ccccc2)c(=O)c2ccccc12,i,i,i,i,i,i,-8,i,i,i,i
Cc1cc(C)n(-c2nc3ccccc3nc2N2CCN(C(=O)c3ccc(F)cc3)CC2)n1,i,i,i,i,i,i,-4,i,i,i,i
N#Cc1c2n(c3c(=O)n(Cc4ccccc4)cnc13)CCCC2,i,i,i,i,i,i,-6,i,i,i,i
O=C(O)CSC1c2ccccc2C(=O)N1Cc1ccccc1 (configuration not stated),i,i,i,i,i,i,-8,i,i,i,i
O=c1c([N+](=O)[O-])c(N2CCOCC2)c2ccccc2n1-c1ccccc1,i,i,i,i,i,i,-7,i,i,i,i
CC12CCC(C(=O)NCC3CCCO3)(OC1=O)C2(C)C (configuration not stated),i,i,i,i,i,i,-4,i,i,i,i
CC(=O)Nc1cccc(C(=O)Nc2ccc(S(=O)(=O)NC3=NCCCCC3)cc2)c1,i,i,i,i,i,i,-12,i,i,i,i
COC(=O)C(Cc1ccccc1)NC(=O)CNC(=O)c1ccccc1OC (configuration not stated),i,i,i,i,i,i,-3,i,i,i,i
CCOc1ccc2ccccc2c1/C=N/n1cncn1,i,i,i,i,i,i,-2,i,i,i,i
COc1ccc(NC(=O)c2cc3c(Cl)nc4ccccc4c3s2)cc1OC,i,i,i,i,i,i,-3,i,i,i,i
O=C(Nc1ccc(-c2nc3ccccc3[nH]2)cc1)c1ccco1,i,i,i,i,i,i,-12,i,i,i,i
Cc1csc(NC(=O)c2nc3nc(C)cc(C)n3n2)n1,i,i,i,i,i,i,-14,i,i,i,i
O=C(Nc1ccc(S(=O)(=O)Nc2nccs2)cc1)c1cnc(Cl)c(Cl)c1,i,i,i,i,i,i,-14,i,i,i,i
CC(C)(C)c1ccc(-n2ncc3c2CCCC3NC(=O)CCn2cncn2)cc1 (configuration not stated),i,i,i,i,i,i,-15,i,i,i,i
COc1ccc(N2C(=O)CC(NNC(=O)c3cccnc3)C2=O)cc1 (configuration not stated),i,i,i,i,i,i,-5,i,i,i,i
CCC(C)c1ccccc1N=Cc1ccc2c(c1)OCO2 (configuration not stated),i,i,i,i,i,i,-7,i,i,i,i
CC(C)Oc1ccc(CNC2CCOC(C)(C)C2)cc1 (configuration not stated),i,i,i,i,i,i,-6,i,i,i,i
CCn1nc(NS(=O)(=O)c2ccc([N+](=O)[O-])cc2)c2cc3cc(C)ccc3nc21,i,i,i,i,i,i,-8,i,i,i,i
CN1CCN(c2ccc(S(=O)(=O)N3CCOCC3)cc2NC(=O)COc2ccc(F)cc2Cl)CC1,i,i,i,i,i,i,-5,i,i,i,i
Cc1ccc(/C([O-])=C(/C(=S)Nc2ccc(SC(F)F)cc2)[n+]2ccccc2)cc1[N+](=O)[O-],i,i,i,i,i,i,-29,i,i,i,i
COc1ccc(N=Cc2oc3ccc4ccccc4c3c2O)cc1,i,i,i,i,i,i,-5,i,i,i,i
C/C(=N\NS(=O)(=O)c1ccc([N+](=O)[O-])cc1)c1ccc(NC(=O)c2ccco2)cc1,i,i,i,i,i,i,-10,i,i,i,i
CC(=O)NCCOC(=O)Nc1sc(=S)n(C)c1C,i,i,i,i,i,i,-8,i,i,8*,i
O=C(CSc1nnnn1-c1cccnc1)NCc1cccs1,i,i,i,i,i,i,-1,i,i,i,i
O=C(COc1ccc(Cl)cc1)NCCN1CCCC1,i,i,i,i,i,i,-5,i,i,i,i
COc1ccc(CC2CC(=O)N(c3ccc(C)cc3)C2=O)cc1 (configuration not stated),i,i,i,i,i,i,-10,i,i,i,i
COc1cc(NS(=O)(=O)c2ccc(NC(=S)NC(=O)/C=C/c3ccc(F)cc3)cc2)ncn1,i,i,i,i,i,i,-9,i,i,i,i
O=C(c1cccc(-c2ccccc2)c1)N1CC[C@@H](N2CCC(O)CC2)[C@H](O)C1,i,i,i,i,i,i,-3,i,i,i,i
Cc1c(NC(=S)Nc2ccc(Cl)cc2)c(=O)n(-c2ccccc2)n1C,i,i,i,i,i,i,-8,i,i,i,i
C=CCSc1nc2ccccc2n1C(=O)/C=C/c1ccc(OC)c(OC)c1,i,i,i,i,i,i,-8,i,i,i,i
c1ccc(OCCCN2CCCC2)cc1,i,i,i,i,i,i,-12,i,i,i,i
Cc1nc(-c2ccc(S(=O)(=O)N3CCCCCC3)cc2)cs1,i,i,i,i,i,i,-4,i,i,i,i
Nc1ncnc2c1ncn2C1CCCO1 (configuration not stated),nt,nt,i,i,i,nt,nt,i,nt,nt,i
CC(C)c1ccc(NC(=O)CN2C(=O)c3ccccc3S2(=O)=O)cc1,i,i,i,i,i,i,-7,i,i,i,i
COc1ccc(CCNC(=O)c2cc(COc3c(F)cccc3F)on2)c(OC)c1,i,i,i,i,i,i,-13,i,i,i,i
O=C(NCCC1=CCCCC1)C1CCC(=O)N(Cc2ccc(Cl)cc2)C1 (configuration not stated),i,i,i,i,i,i,-12,i,i,i,i
CC1(C)Cc2c(c(-c3ccccc3)nc3sc4c(=O)[nH]c(=S)[nH]c4c23)CO1,i,i,nt,i,i,i,-18,i,i,i,nt
# More results:
SMILES,RGS4 pot,RGS4 inh,KCNK3 block,TMEM16A inh,MrgX1 allo act,KCNQ1 act,hERG rescue,MrgX1 ag,KCNK9 inh,KCNQ1 inh,ANO1 activ
CCCCCn1c(C(Cc2ccccc2)NC(C)=O)nc2ccccc21 (configuration not stated),i,i,i,i,i,i,-11,i,i,i,i
Cc1ccc(NS(=O)(=O)c2coc(C(N)=O)c2)cc1F,i,i,i,i,i,i,-6,i,i,i,i
OCCCNc1cc(-c2ccnc(Nc3cccc(Cl)c3)n2)ccn1,i,i,i,i,i,i,-16,i,i,i,i
COc1cc(-c2nnc(SCC(=O)O)n2-c2ccccc2)cc(OC)c1OC,i,i,i,i,i,i,3,i,i,i,i
COc1cc(C(CC(=O)N2CCN(c3ccccc3)CC2)c2c(OC)cc(OC)c3ccc(=O)oc23)cc(OC)c1OC (configuration not stated),i,i,i,i,i,i,-9,i,i,i,i
